High-throughput results: PubChem, National Center for Advancing Translational Sciences (NCATS)
ERK EGF inh – blocks ERK signaling stimulated by EGF. HEK293-V1b, EGF-stimulated phospho-ERK AlphaScreen. AID 1454. hit rate 0.41% among 130,000. Potency, µM (titrated, usually from 11.5 µM), inactives show top-dose activity change, negative = inhibition, usual class: inhibitors; active = well fitted inhibition curve with a large enough effect; inconclusive = small, poorly fitted or top-dose-only effect, or effect the other way;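 note: plate controls were stimulated vehicle wells for no effect and unstimulated vehicle basal for full effect; nearly all actives have a fitted effect of over 55% in size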
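HEK293 cells stably expressing V1b receptor, serum-reduced (1% FBS) overnight, pretreated 30 min with compound, then stimulated 5 min with 25 nM EGF; phospho-ERK detected by AlphaScreen SureFire. AC50 from Hill fits, normalized to DMSO and EGF.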
* = called active by the depositor; ? = inconclusive; & = joins results of further samples; [ ] = remark or other dose. Potency is the fitted concentration of half-maximal effect. Only part of the results is shown. The share of hits here may be higher or lower than overall.

SMILES	ERK EGF inh
C=CCN1C(=O)/C(=C\c2ccc(OC(=O)c3ccco3)c(OC)c2)SC1=S	?
Cc1ccc(NC(=O)CN2C(=O)c3ccccc3C2=O)nc1	0%
O=C(NNC(=O)c1cccs1)c1ccc([N+](=O)[O-])cc1	-4%
Cc1ccc(-c2[nH]c(-c3ccccc3)nc2SCC(=O)NCC2CCCO2)cc1 (configuration not stated)	0%
COc1cc(C=C(c2nc3ccccc3s2)c2nc3ccccc3s2)cc(OC)c1O	6%
CCC(CC)=C(C#N)C(=O)NC1CCCCC1	7%
CCCn1c(=O)[nH]c(=O)c2c1nc(-c1cccs1)n2CCOC	2%
O=C(O)c1cccnc1C(=O)O	13%&9%&7%
Cc1cc(NC(=O)CN2C(=O)CC(c3ccco3)Sc3ccccc32)no1 (configuration not stated)	7%
O=C(O)C1CC=CCC1C(=O)NNc1ccccc1 (configuration not stated)	-5%
Cc1nc2c3ccccc3n(Cc3ccccc3F)c2s1	?
Cc1ccc(S(=O)(=O)N2CCOCC2)cc1C(=O)NC(=S)N1CC(C)OC(C)C1 (configuration not stated)	0%[57.5 µM]
Cc1ccc(NC(=O)c2ccccc2NC(=O)CCC(=O)O)cc1	19%
O=S(=O)(c1ccc2c(c1)nc1n2CCC1)N1CCOCC1	-3%
CC(C)C1=CC2=CC[C@@H]3[C@@](C)(C(=O)O)CCC[C@]3(C)C2CC1 (some centres not stated)	-3%
CCCCC(C(=O)O)C(C)CC(=O)NNC(=O)c1ccco1 (configuration not stated)	15%
CCc1cc(CNC(=O)CC2C(=O)NCCN2Cc2cccc(OC)c2)on1 (configuration not stated)	0%[57.5 µM]
N=C(N=C(N)N)N1CCc2ccccc21	11%
CC(C)Oc1cccc(C(=O)NC2=NCCS2)c1	-3%
CC1(C)Cc2c(c(N3CCCC3)nc3sc4c(N5CCNCC5)ncnc4c23)CO1	-1%[57.5 µM]
CCc1ccccc1NC(=O)Nc1cccn(Cc2ccccc2F)c1=O	-6%
CC(=O)c1sc(NCCOc2ccc(C)cc2)nc1C	37%
O=C(NCc1cccc(CNC(=O)C(=O)NCc2ccco2)c1)C(=O)NCc1ccco1	-2%
CC(=O)c1ccccc1NC(=O)CN1C(=O)CS/C1=C\c1nc(-c2ccc(C)cc2)cs1	-3%
N/C(=N\OC(=O)N1c2ccccc2Sc2ccccc21)c1ccccc1	4%
O=C(CSc1nnc2ccccn12)NNC(=O)c1ccc(Br)cc1	4%
Cc1c(N=c2scc(-c3ccccc3)n2C)c(=O)n(-c2ccccc2)n1C	9%
CC1(C)CC(=O)C(C=Nc2ccc(N)cc2)=C(O)C1	-6%
CCOC(=O)C(NC(=O)Nc1ccc(Cl)cn1)(Oc1ccc(F)cc1)C(F)(F)F (configuration not stated)	5%
CCc1nnc(NC(=O)CSc2nnc(-c3ccco3)o2)s1	2%
O=C(CCSc1nnc(-c2ccncc2)o1)Nc1cccc(Cl)c1	6%
COc1ccc(/C=N/NC(=O)c2ccccc2O)cc1CSc1ccccn1	2%
CCOC(=O)c1c(CC(C)C)csc1/N=C/C1=C(O)CCCC1=O	6%[57.5 µM]
Cc1ccc(C(=O)NCC(=O)OCC(=O)Nc2cccc(S(=O)(=O)N3CCCC3)c2)cc1C	1%[57.5 µM]
O=c1c(-n2cncn2)c[nH]n1-c1cccc(Cl)n1	3%
COc1ccc(/C(N)=N/OC(=O)CN(C)S(=O)(=O)c2ccccc2)cc1	1%
Cc1ccc2onc(CC(=O)O)c2c1	-15%
CCOc1ccccc1NC(=O)CCCn1cc([N+](=O)[O-])cn1	5%
CNS(=O)(=O)c1ccc(NC(=O)C2c3ccccc3Oc3ccccc32)cc1	2%
OCC1(Cc2ccccc2)CCN(Cc2cnc(-c3ccc(Cl)cc3)nc2)CC1	-2%

Structural class, those above containing two or more sulfur atoms
SMILES	ERK EGF inh
C=CCN1C(=O)/C(=C\c2ccc(OC(=O)c3ccco3)c(OC)c2)SC1=S	?
COc1cc(C=C(c2nc3ccccc3s2)c2nc3ccccc3s2)cc(OC)c1O	6%
Cc1ccc(S(=O)(=O)N2CCOCC2)cc1C(=O)NC(=S)N1CC(C)OC(C)C1 (configuration not stated)	0%[57.5 µM]
CC(=O)c1ccccc1NC(=O)CN1C(=O)CS/C1=C\c1nc(-c2ccc(C)cc2)cs1	-3%
CCc1nnc(NC(=O)CSc2nnc(-c3ccco3)o2)s1	2%

Continued.
SMILES	ERK EGF inh
O=C(O)c1nn(CCOc2cccc(Cl)c2)c(=O)c2ccccc12	-4%
CNC(=O)[C@H]1O[C@H](n2cnc3c(NCc4cccc(I)c4)nc(Cl)nc32)[C@@H](O)[C@@H]1O	-2%
NCCCCNS(=O)(=O)c1cccc2c(Cl)cccc12	?
CC(=O)Nc1ccc(OCC(O)Cn2c3ccccc3c3ccccc32)cc1 (configuration not stated)	5%
O=C(/C=C/c1ccc(Cl)cc1Cl)NCCSCc1ccccc1	?
Cc1ccccc1N/N=C/c1sc(=O)n(Cc2cccc(C(=O)O)c2)c1Cl	-3%[57.5 µM]
O=C(NC1CCCCC1)C(c1cccs1)N(C(=O)c1ccco1)c1ccc2c(c1)OCCO2 (configuration not stated)	-1%
O=C(O)CNC(=O)/C(=C\c1ccc2c(c1)OCO2)NC(=O)c1ccc(Br)cc1	-1%
O=C(Cc1n[nH]c(=O)c2ccccc12)NCc1ccccc1	0%
CCCc1[nH]n(-c2ccc([N+](=O)[O-])cc2)c(=O)c1C=NCCc1ccc(OC)c(OC)c1	-12%

Copied from the results shown for reference:
SMILES	ERK EGF inh
O=C(O)CNC(=O)/C(=C\c1ccc2c(c1)OCO2)NC(=O)c1ccc(Br)cc1	-1%
O=C(Cc1n[nH]c(=O)c2ccccc12)NCc1ccccc1	0%
CCCc1[nH]n(-c2ccc([N+](=O)[O-])cc2)c(=O)c1C=NCCc1ccc(OC)c(OC)c1	-12%

Continued:
SMILES	ERK EGF inh
CN(C)CCNC(=O)c1cccc(S(=O)(=O)Nc2ccccc2F)c1	?
CCC(=O)Nc1nnc(SCc2ccc(F)cc2)s1	8%
C/C(=N\NC(=O)C1(C)CC1(Br)Br)c1cccc(NC(=O)C(C)(C)C)c1 (configuration not stated)	8%
S=C(N/N=C/c1cccc2ccccc12)Nc1cccc(Cl)c1	18%[57.5 µM]
O=C(c1cccc([N+](=O)[O-])c1)N1CCN(C/C=C/c2ccccc2)CC1	-7%[57.5 µM]
NCCC[C@@H](CC(=O)N[C@@H]1CCCC[C@H]1C(=O)N[C@H](CC(=O)N[C@@H](CCC(=O)O)CC(=O)O)Cc1ccccc1)NC(=O)C[C@H](CO)NC(=O)[C@@H]1CNCC[C@H]1N	-7%
COC(=O)C1=C(C(=O)OC)[C@@H]2N(C)c3ccccc3[C@@]23C[C@@H](C(=O)OC)N(C(=O)COCc2ccccc2)C3=N1	14%[57.5 µM]
Cc1cccn2cc(-c3ccc4c(c3)NC(=O)CO4)nc12	-3%[57.5 µM]
Cc1onc(-c2ccccc2Cl)c1C(=O)OCc1cnc(Cl)s1	-5%
COc1ccc([N+](=O)[O-])cc1NC(=O)c1ccc(Br)s1	-2%

Compounds shown so far containing an aryl thioether with sulfur outside any ring, in the order listed:
SMILES	ERK EGF inh
Cc1ccc(-c2[nH]c(-c3ccccc3)nc2SCC(=O)NCC2CCCO2)cc1 (configuration not stated)	0%
O=C(CSc1nnc2ccccn12)NNC(=O)c1ccc(Br)cc1	4%
CCc1nnc(NC(=O)CSc2nnc(-c3ccco3)o2)s1	2%
O=C(CCSc1nnc(-c2ccncc2)o1)Nc1cccc(Cl)c1	6%
COc1ccc(/C=N/NC(=O)c2ccccc2O)cc1CSc1ccccn1	2%
CCC(=O)Nc1nnc(SCc2ccc(F)cc2)s1	8%

(next part)
SMILES	ERK EGF inh
CC(=O)NC(=S)Nc1ccccc1N1CCN(C(=O)c2ccccc2)CC1	32µM*
COc1ccc(/C=N/NC(=O)c2cccnc2)cc1CN1CCc2ccccc2C1	-2%[57.5 µM]
COc1ccc(CSc2n[nH]c(C)n2)cc1[N+](=O)[O-]	-8%
CCOC(=O)N1CCC(NC(=O)C2CCN(C(=O)c3cc4sccc4n3CC)CC2)CC1	10%[57.5 µM]
O=C(NC1CCS(=O)(=O)C1)c1ccc(S(=O)(=O)N2CCCCC2)cc1 (configuration not stated)	-4%
COc1ccc(-n2c(SCC(=O)N/N=C(\C)c3cccnc3)nc3ccccc3c2=O)cc1	7%[57.5 µM]
O=c1[nH]c(N2CCCCC2)nc2ncn(Cc3ccccc3)c12	8%[57.5 µM]
c1ccc(CNc2nc(NCc3ccccc3)c3ccccc3n2)cc1	-3%[57.5 µM]
Cn1c(CC(=O)Nc2ccccc2C(F)(F)F)c(Sc2ccccc2)c2ccccc21	2%
Cc1cc(-c2nnc(CCC(=O)N(CC3CCC3)CC3CCCO3)o2)no1 (configuration not stated)	5%
COc1cc(C(=O)N/C(=C\c2cn(S(=O)(=O)N(C)C)c3ccccc23)C(=O)NCCCO)cc(OC)c1OC	-7%
CCOC(=O)c1cc2oc(C(c3nnnn3C3CCCCC3)N3CCOCC3)cc2[nH]1 (configuration not stated)	3%
CCOCCCNC(=S)NCCCNc1nc2ccc(C)cc2cc1C#N	-6%
C=CCN(CC=C)C(=S)Nc1cc(Cl)ccc1OC	-3%
COc1cc(NS(=O)(=O)c2ccc(NC(=S)NC(=O)c3sc4ccccc4c3Cl)cc2)ncn1	-2%
N#C/C(=C\c1ccc(N2CCOCC2)o1)C(=O)NCCc1ccccc1	-3%
C#CCOc1ccc2c(C)cc(=O)oc2c1	-8%[57.5 µM]
COc1ccccc1-n1cnnc1SCC(=O)c1c[nH]c2ccccc12	2%
CCOCCCNC(=O)C(NC(=O)c1ccc(NC(C)=O)cc1)c1ccc(OC)cc1 (configuration not stated)	4%
NS(=O)(=O)c1ccc(NC(=O)COC(=O)CCc2ccccc2)cc1	1%[57.5 µM]
COc1ccccc1N1CN(CCc2ccccc2)CNC1=S	-3%[57.5 µM]
CCN(CC)C(=O)C1CCCN(c2ccccc2[N+](=O)[O-])C1 (configuration not stated)	6%
CCCNC(=O)c1ccc(S(N)(=O)=O)cc1	-13%[57.5 µM]
O=S(=O)(c1ccc(NC(=S)NCCc2ccccc2)cc1)N1CCOCC1	8%
Cc1cc(C(=O)N/N=C/c2ccc(-c3ccc(C)c(Cl)c3)o2)n[nH]1	7%[57.5 µM]
N/C(=N\OC(=O)COc1ccccc1)c1ccc(Cl)cc1	5%
CCOC(=O)CSc1nnc2cc(C)c3ccccc3n12	1%
O=C1c2cccc3cccc(c23)C(=O)N1CCN1CCN(CC(O)COCc2ccc(Cl)cc2)CC1 (configuration not stated)	32µM*
C=C1C2CC[C@@]3(C)C(c4ccoc4)OC(=O)C[C@@]13OC1CC(O)C(C)(C)C(CC(=O)OC)[C@@]12C (some centres not stated)	-5%&2%
CCCn1nnc(NC(=O)c2ccc(-c3cc(Cl)ccc3Cl)o2)n1	-15%
CCOc1ccc(N2CC(C(=O)N/N=C/c3sccc3C)CC2=O)cc1 (configuration not stated)	11%[57.5 µM]
Cc1ccc(C(=O)N(CC(=O)Nc2ccc(Cl)c(Cl)c2)Cc2ccco2)cc1	13%
CC(C)C1OC2(C)OC(=N)C1(C#N)C(C#N)(C#N)C2c1ccccc1 (configuration not stated)	1%
Cc1cc(C)cc(C(=O)N(C)[C@H](Cc2ccc(-c3ccccc3)cc2)C(=O)N[C@@H](Cc2c[nH]c3ccccc23)C(=O)O)c1	-3%
O=C(/C=C/c1ccco1)Nc1ccc(Cl)c(S(=O)(=O)N2CCOCC2)c1	?
CCCCN(C(=S)Nc1ccc(F)cc1)c1c(N)n(CCC)c(=O)[nH]c1=O	3%
O=c1[nH][nH]c(-c2ccccc2)c1C=Nc1ccc(F)cc1F	0%
S=C(NCc1ccccc1)NNc1nc2ccccc2[nH]1	?
Cc1cc(C)c2c(n1)sc1c(=O)n(Cc3ccc(F)cc3)cnc12	2%[57.5 µM]
CCN(CC)c1ccc(C=Nc2ccc(C)cc2)c(O)c1	3%
CC(=O)Nc1sc(N/N=C/c2ccc(O)cc2)nc1-c1ccc(C)cc1	6%[57.5 µM]
O=C(c1ccc(-n2cnnn2)cc1)N1CCCCC1	1%
Oc1ccc(N=Nc2ccc3c(c2)OCO3)c2ccccc12	-4%[57.5 µM]
O=C(Nc1ccccc1)Nc1csc2ccccc12	8%[57.5 µM]
COC(=O)C1=C(C)N(c2cc(C)cc(C)c2)/C(=C/c2ccc(O)cc2)C1=O	-3%
CCO[C@H]1OC(C(=O)N2CCCCCCC2)=C[C@@H](C)[C@@H]1CCCO	-8%[57.5 µM]
CN(C)CC(CCC(CN(C)C)C(=O)c1ccccc1)C(=O)c1ccccc1 (configuration not stated)	?
CCOC(=O)C1=C(C)NC(=O)NC1c1ccccc1 (configuration not stated)	-7%
COc1ccc(C(=O)NNC(=O)CN2CCN(c3nc(-c4ccccc4)cs3)CC2)cc1	1%
CCCn1c(N)c(C(=O)CN2CCc3ccccc3C2)c(=O)n(C)c1=O	-3%[57.5 µM]
(cont.)
SMILES	ERK EGF inh
CCN1C(=O)/C(=C2/C(=O)N3c4c(cc(OC(C)=O)cc42)C(C)=CC3(C)C)SC1=S	?
Cc1cc(C)nc(NS(=O)(=O)c2ccc(N/C=C/C(=O)c3ccc(Cl)cc3)cc2)n1	3%
CC(C)Oc1ccc(C2CCC(=O)NC2=O)cc1 (configuration not stated)	-2%
COC(=O)N/N=C/c1ccc(-c2cc(Cl)ccc2Cl)o1	-1%
N#CCCn1nc(-c2ccc([N+](=O)[O-])cc2)cc1Nc1ccccc1NC(=O)C(F)(F)F	5%
CC(C)C(c1nnnn1Cc1ccc(F)cc1)N1CCC(C(N)=O)CC1 (configuration not stated)	1%
CCCCCCN(C(=O)CCCCCN1C(=O)NC(c2ccc(-c3ccccc3)cc2)C(C(=O)OCc2ccccc2)=C1C)C(C(=O)NCCCC)c1cccc(C(=O)OC)c1 (configuration not stated)	6%[57.5 µM]
